Screens deposited in PubChem by several laboratories.
procasp3 activ: activates human procaspase-3 | 330,000 compounds, 0.11% hits | P42574 | recombinant procaspase-3 D3A, Ac-DEVD-pNA absorbance 405 nm | activation, % at 8.5 µM;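 active = activation above the mean of all tested compounds plus 3 SD, cut at about 21% in these data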;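 also: 0% = DMSO alone and 100% = DMSO wells spiked with extra 5 µM PC-3 D3A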
Target sequence (P42574 whole entry D9A/D28A/D175A): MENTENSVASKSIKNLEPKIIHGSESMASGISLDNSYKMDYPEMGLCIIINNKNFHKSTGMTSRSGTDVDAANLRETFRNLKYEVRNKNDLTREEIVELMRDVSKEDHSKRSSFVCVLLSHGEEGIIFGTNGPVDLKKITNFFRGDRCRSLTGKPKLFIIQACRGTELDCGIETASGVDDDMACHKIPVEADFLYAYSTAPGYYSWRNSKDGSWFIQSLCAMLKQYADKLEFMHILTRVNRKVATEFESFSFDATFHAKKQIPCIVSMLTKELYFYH
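Test system: Procaspase-3 D3A mutant, all three cleavage aspartates alanine | Dosing: Single dose, 8.5 µM nominal compound, 0.8% DMSO | Schedule: 1 h preincubation, 2 h reaction | Technique: 405 nm absorbance of p-nitroaniline, reads at 0 and 120 min | Repeats: One well per compound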
RPL19A-GFP yeast: modulators of TOR pathway RPL19A-GFP in S. cerevisiae; S. cerevisiae RPL19A-GFP strain, flow cytometry, 3 h; hits give low values; percent response vs DMSO, % at 10 µM; 330,000 compounds, 0.3% hits; AID 2025;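 active = percent response vs DMSO below 50%; inconclusive = fewer than 70 events counted for the yeast strain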;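 also: median channel GFP fluorescence of the barcoded RPL19A-GFP strain; ratio of sample median GFP to plate DMSO average so 100% = DMSO; lower means less RPL19A-GFP as with rapamycin TOR inhibition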
MEP2 TOR yeast: modulators of TOR pathway MEP2-GFP in S. cerevisiae. S. cerevisiae MEP2-GFP strain, flow cytometry GFP, 3 h; 100% = DMSO control level. AID 2016. GFP response vs DMSO, % at 10 µM. 330,000 compounds, 0.51% hits;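 active = GFP response versus DMSO above a set limit, roughly screen mean plus 3 SD, cut at about 180% in these data; inconclusive = fewer than 70 cells counted for a yeast strain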;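 also: median GFP fluorescence of the barcode-gated MEP2-GFP cells per well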
proCasp7 act: counter-screen for procaspase-3 activators: activators of human procaspase-7. 330,000 compounds, 0.093% hits. recombinant procaspase-7, Ac-DEVD-pNA absorbance 405 nm; D23A/D198A/D206A triple mutant, cannot self-cleave; scale: DMSO 0, 5 µM enzyme 100. P55210. activation, % at 8.5 µM;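 active = percent activation above the screen-wide mean plus 3 SD, cut at about 25% in these data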
Target sequence (P55210 whole entry D23A/D198A/D206A): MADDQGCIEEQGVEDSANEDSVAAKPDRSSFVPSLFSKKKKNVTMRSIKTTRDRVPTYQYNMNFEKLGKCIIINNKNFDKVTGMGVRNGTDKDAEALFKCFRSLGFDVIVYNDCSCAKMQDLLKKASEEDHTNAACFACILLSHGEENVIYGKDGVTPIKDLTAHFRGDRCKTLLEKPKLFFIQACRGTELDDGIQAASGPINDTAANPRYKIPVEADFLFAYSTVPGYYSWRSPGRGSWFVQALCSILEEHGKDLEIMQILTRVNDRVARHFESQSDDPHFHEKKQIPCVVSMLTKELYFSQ
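Assay system: Uncleavable procaspase-7 mutant enzyme | Input: 2 µM procaspase-7 mutant as dispensed | Timing: 1 h compound preincubation, 2 h substrate cleavage, 25 °C | Repeats: One well per compound | Control set: DMSO wells as 0%, DMSO with 5 µM added PC-7 as 100% | Technique: Epi-absorbance of released pNA at 405 nm, two timepoints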
LAP4-GFP MLPCN: alters LAP4-GFP fluorescence in TOR pathway yeast screen; 320,000 compounds, 0.34% hits; AID 2023; S. cerevisiae LAP4-GFP multiplex, flow cytometry GFP, 3 h; median GFP as percent of DMSO wells; GFP response vs DMSO, % at 10 µM;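 active = GFP response vs DMSO above a set limit, about the screen mean plus 3 SD, cut at about 150% in these data; inconclusive = under 70 cell events counted for the yeast strain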
AHR act: human AHR activation. activation, % at 5 µM. P35869. 320,000 compounds, 2.5% hits. AHR-responsive luciferase reporter cells, luminescence; in the data active = activation above about 47%;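 also: 0% = vehicle wells and 100% = reference agonist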
AGP1-GFP MLPCN: yeast TOR pathway AGP1-GFP modulation | S. cerevisiae AGP1-GFP multiplex flow cytometry, 3 h; GFP as percent of DMSO wells | GFP response vs DMSO, % at 10 µM | 320,000 compounds, 0.02% hits | AID 2066;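 active = GFP response relative to DMSO above a set limit, near screen average plus 3 SD, cut at about 150% in these data; inconclusive = fewer than 70 cells counted for the yeast strain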;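 also: median GFP channel fluorescence of the gated AGP1 strain per well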
CIT2 TOR yeast: yeast TOR pathway CIT2-GFP modulation; S. cerevisiae CIT2-GFP strain, flow cytometry, 3 h; 100 means same as DMSO wells; AID 2029; GFP response vs DMSO, % at 10 µM; 320,000 compounds, 0.065% hits;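 active = GFP response relative to DMSO above a set limit, near the screen mean plus 3 SD, cut at about 150% in these data; inconclusive = Fewer than 70 cells measured for a yeast strain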;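 also: ratio of well median GFP fluorescence to mean of DMSO wells on the plate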
Numbers without * were called inactive; ? = inconclusive; [ ] = remark or other dose.

# | compound | procasp3 activ | RPL19A-GFP yeast | MEP2 TOR yeast | proCasp7 act | LAP4-GFP MLPCN | AHR act | AGP1-GFP MLPCN | CIT2 TOR yeast
1 | Cc1ccc(-c2nc(CS(=O)CC(=O)NCc3ccc(Cl)cc3)c(C)o2)cc1 (configuration not stated) | -5.5 | 85.7 | 91.0 | 5.8 | 88.1 | 4.1 | 88.9 | 90.2
2 | COc1ccc(-c2nnc(SCC(=O)NC(=O)NCc3ccccc3)o2)cc1 | -2.4 | 98.4 | 101.5 | 6.0 | 97.8 | 0.2 | 102.0 | 102.0
3 | COc1ccc(C2=NCC(CSc3nnc(-c4ccc5c(c4)OCO5)o3)S2)cc1 (configuration not stated) | 8.0 | 95.4 | 100.4 | 6.7 | 99.5 | 8.8 | 97.0 | 87.8
4 | Cc1nccn1CC(=O)N/N=C/c1c[nH]c2ccccc12 | 5.5 | 102.9 | 108.2 | 7.0 | 103.7 | 2.9 | 105.9 | 96.8
5 | Cc1ccc(S(=O)(=O)Nc2ccc(-c3ccc4nncn4n3)cc2)cc1 | 0.1 | 107.0 | 96.0 | -1.6 | 106.8 | 2.7 | 110.5 | 106.3
6 | O=C(CSc1nc2[nH]ncc2c(=O)[nH]1)NCc1ccc(F)cc1 | -3.9 | 106.5 | 110.9 | -3.3 | 105.9 | 4.7 | 111.7 | 108.0
7 | Cc1ccc(S(=O)(=O)N(C)CCCC(=O)Nc2ccccn2)cc1 | 0.6 | 102.5 | 103.6 | -1.6 | 97.5 | -0.2 | 107.8 | 102.7
8 | Cc1ccc(NC(=O)c2ccccc2OCc2c(C)noc2C)cc1S(=O)(=O)N(C)C | 3.9 | 100.8 | 112.6 | -4.4 | 109.3 | -2.5 | 103.5 | 105.8
9 | CN1CCN(C(=O)C2CCC(C)(C(=O)O)C2(C)C)CC1 (configuration not stated) | 5.6 | 109.5 | 95.7 | 0.6 | 100.5 | 2.8 | 104.2 | 100.9
10 | CN1CCc2nc3ccc(Cl)cc3c(-c3ccccc3Cl)c2C1 | 7.7 | 95.2 | 103.9 | 2.1 | 90.0 | 10.6 | 93.8 | 97.2
11 | Cc1ccc(C)c(-n2c(N)c(C(N)=O)sc2=S)c1 | 10.4 | 89.8 | 89.1 | 11.5 | 86.3 | -0.8 | 97.2 | 97.2
12 | CC(C)NC(=O)c1ccc(NC(=O)CC2SC(N3CCCC3)=NC2=O)cc1 (configuration not stated) | 0.5 | 101.7 | 102.2 | 8.4 | 102.3 | -0.2 | 104.7 | 104.5
13 | O=C(ON=C1CCN(c2ccc([N+](=O)[O-])cc2)CC1)c1ccccc1 | -0.3 | 92.8 | 113.6 | -3.1 | 107.1 | -2.0 | 78.0 | 96.9
14 | Cc1[nH][nH]c(=O)c1C(c1ccc([N+](=O)[O-])cc1)c1c(C)[nH][nH]c1=O | 2.7 | 101.0 | 104.5 | 2.5 | 113.8 | -0.2 | 104.2 | 105.6
15 | O=C(O)CCCn1cc(NC(=O)c2ccc(Br)o2)cn1 | -6.0 | 98.6 | 97.8 | -18.6 | 98.5 | -1.4 | 99.0 | 104.7
16 | CNC(=O)N(O)C1N(NC(=O)Nc2ccccc2)C(=S)SC1(C)C (configuration not stated) | -3.6 | 101.7 | 101.2 | 3.0 | 102.1 | 1.4 | 106.1 | 97.3
17 | COc1ccccc1NC(=O)CSc1nnc(Cc2cccs2)n1C | 1.6 | 92.9 | 94.9 | -3.9 | 100.0 | 2.1 | 104.2 | 98.4
18 | COc1ccc(-n2c(Cn3c(=O)sc4ccccc43)nnc2SCC(N)=O)cc1 | 4.6 | 104.7 | 108.0 | 7.0 | 109.7 | 0.6 | 104.6 | 107.0
19 | CCc1nnc(NC(=O)CSc2nc3cc(OC)c(OC)cc3cc2C)s1 | -2.1 | 92.7 | 101.1 | 0.0 | 101.6 | 0.8 | 93.6 | 91.7
20 | CC(=O)N1CCC(N(CCCOC(C)C)S(=O)(=O)c2ccc([N+](=O)[O-])cc2)CC1 | 4.5 | 105.2 | 105.6 | -5.0 | 91.8 | 2.9 | 95.0 | 106.2
21 | COc1ccc(N(CC(O)Cn2cnc3ccccc32)S(=O)(=O)c2ccc(C)cc2)cc1 (configuration not stated) | -2.2 | 108.5 | 101.8 | 0.5 | 92.3 | 3.3 | 103.3 | 103.6
22 | CCC(C)c1c(O)nc(SCC(=O)N2CCCCC2)[nH]c1=O (configuration not stated) | -0.2 | 100.9 | 107.8 | 4.7 | 93.8 | 2.5 | 100.0 | 102.9
23 | Cc1ccccc1CSc1nc2n(n1)C(c1cccs1)C1=C(CCCC1=O)N2 (configuration not stated) | -4.3 | 98.8 | 118.0 | -16.2 | 103.0 | 11.4 | 97.8 | 98.7
24 | CCCCOc1ccc(C(=O)N2CCNC(=O)C2)cc1 | -2.5 | 101.5 | 102.0 | 9.3 | 101.2 | 2.4 | 102.5 | 103.7
25 | Cc1ccc(N2CCN(C(=O)c3ccccc3NC(=O)C3CC=CCC3C(=O)O)CC2)cc1 (configuration not stated) | 4.7 | 96.3 | 98.3 | 8.7 | 104.9 | 8.5 | 105.5 | 106.0
26 | COc1cccc(OC)c1C(=O)N1CC(C)OC(C)C1 (configuration not stated) | -3.9 | 88.0 | 93.0 | -0.7 | 93.5 | 1.9 | 91.1 | 87.3
27 | COC(=O)CCCC1=CC2=C(c3ccccc3)C(=O)C(C)(OC(=O)C3CCCC3)C(=O)C2=CN1C1CCCCC1 (configuration not stated) | 0.1 | 92.6 | 87.6 | -1.4 | 113.1 | 0.1 | 73.8 | 65.6
28 | O=C(COc1ccc(CO)cc1)Nc1ccc(F)cc1 | 1.3 | 92.8[may fluoresce violet] | 83.5[may fluoresce violet] | -7.0 | 86.2[may fluoresce violet] | -0.6 | 95.4[may fluoresce violet] | ?
29 | CN=C1S/C(=C\c2ccc(SC)cc2)C(=O)N1C | -7.3 | 96.3 | 96.8 | -2.7 | 114.5 | 22.8 | 87.8 | 84.9
30 | CCNCCC(=O)N1c2ccccc2Sc2ccc(C(F)(F)F)cc21 | 9.8 | 103.6 | 109.1 | -2.8 | 91.1 | -3.9 | 98.5 | 100.8

The closing 4 compounds of the part above come first, to join the parts.
# | compound | procasp3 activ | RPL19A-GFP yeast | MEP2 TOR yeast | proCasp7 act | LAP4-GFP MLPCN | AHR act | AGP1-GFP MLPCN | CIT2 TOR yeast
27 | COC(=O)CCCC1=CC2=C(c3ccccc3)C(=O)C(C)(OC(=O)C3CCCC3)C(=O)C2=CN1C1CCCCC1 (configuration not stated) | 0.1 | 92.6 | 87.6 | -1.4 | 113.1 | 0.1 | 73.8 | 65.6
28 | O=C(COc1ccc(CO)cc1)Nc1ccc(F)cc1 | 1.3 | 92.8[may fluoresce violet] | 83.5[may fluoresce violet] | -7.0 | 86.2[may fluoresce violet] | -0.6 | 95.4[may fluoresce violet] | ?
29 | CN=C1S/C(=C\c2ccc(SC)cc2)C(=O)N1C | -7.3 | 96.3 | 96.8 | -2.7 | 114.5 | 22.8 | 87.8 | 84.9
30 | CCNCCC(=O)N1c2ccccc2Sc2ccc(C(F)(F)F)cc21 | 9.8 | 103.6 | 109.1 | -2.8 | 91.1 | -3.9 | 98.5 | 100.8
31 | CC1=NC(=O)C(N=Nc2cccc(O)c2)N1c1ccccc1 (configuration not stated) | -10.2 | 100.8 | 104.0 | -9.0 | 106.5 | 28.7 | 100.8 | 102.9
32 | Nc1nc2n(n1)C(c1ccco1)CC(c1ccccc1)N2 (configuration not stated) | 1.4 | 98.9 | 123.5 | 10.6 | 99.8 | -0.6 | 82.6 | 94.6
33 | C/C(=N\NC(=O)c1ccoc1C)c1ccccc1O | 2.1 | 101.8 | 103.2 | -2.1 | 97.8 | -4.8 | 100.0 | 97.3
34 | COC(=O)/C(=N/Nc1ccccc1C)Sc1nnc(C(O)c2ccccc2)n1-c1ccccc1 (configuration not stated) | 2.2 | 100.7 | 98.3 | 1.8 | 96.0 | -1.7 | 100.8 | 96.0
35 | O=C(Nc1ccc(Cl)c([N+](=O)[O-])c1)c1cnccn1 | -3.6 | 90.4 | 87.8 | -2.0 | 76.8 | 70.4* | 87.9 | 91.8
36 | Cc1[nH]c2ccccc2c1C(C[N+](=O)[O-])c1ccco1 (configuration not stated) | -3.7 | 95.6 | 101.1 | 2.2 | 102.9 | 9.0 | 96.3 | 93.5
37 | Cc1ccccc1NCC(=O)N/N=C\c1ccc([N+](=O)[O-])s1 | 0.4 | 106.5 | 109.0 | 8.4 | 95.7 | 56.7* | 95.7 | 108.4
38 | O=C(/C=C/c1ccc(Cl)cc1)Nc1ccc(CN2CCOCC2)cc1 | -9.1 | 96.6 | 99.9 | -6.7 | 91.1 | -11.1 | 94.3 | 99.7
39 | COc1cccc2cc(C(=O)N3CCN(C(=O)c4ccccc4)CC3)c(=O)oc12 | 4.3 | 93.1 | 96.0 | 3.6 | 95.1 | 0.1 | 87.9 | 83.3
40 | CC(C)C[C@H](NC(=O)C1CC(=O)N(c2ccc3c(c2)OCCO3)C1)C(=O)N1CCCCC1 (some centres not stated) | -4.9 | 100.2 | 100.6 | -4.9 | 92.3 | 2.6 | 100.4 | 101.7
41 | CCn1cc(C(=O)NCCCN2CCN(C)CC2)c(=O)c2cc(S(=O)(=O)N3CCc4ccccc4C3)ccc21 | -1.1 | 104.3 | 102.2 | 18.0 | 94.3 | 2.4 | 105.8 | 102.3
42 | Cc1ccc(NC(=O)COC(=O)C2CCC2)cc1S(=O)(=O)N1CCOCC1 | -2.8 | 100.0 | 100.8 | 1.1 | 100.8 | -1.1 | 104.0 | 102.4
43 | CCCCNc1nc(CC(C)=O)ns1 | 0.6 | 103.9 | 97.7 | -2.9 | 98.6 | 6.4 | 97.7 | 98.3
44 | COc1ccc(S(=O)(=O)NC2CC3CCC2C3)cc1 (configuration not stated) | 4.0 | 97.2 | 107.2 | 1.1 | 91.1 | -1.6 | 99.6 | 97.8
45 | CCCS(=O)(=O)n1nc(-c2ccccc2)cc1N | 6.8 | 98.2 | 94.7 | -2.0 | 100.3 | 9.3 | 101.2 | 97.7
46 | CC(OC(=O)C1=NN(c2ccccc2)C(=O)CC1)C(=O)NC1CCCCC1C (configuration not stated) | -4.6 | 93.4 | 95.7 | -3.6 | 89.6 | 0.0 | 97.3 | 89.7
47 | CCN=C(N/N=C/c1ccc([N+](=O)[O-])cc1)SC | -0.3 | 96.4 | 100.1 | -4.6 | 101.4 | 0.0 | 94.8 | 95.6
48 | COc1cc2cc(C(=O)N3CCc4ccccc4C3)[nH]c2cc1OC | 0.3 | 121.2 | 124.5 | 2.2 | 136.9 | -4.7 | 135.6 | 132.2
49 | COc1cc2cc(CCCOC(=O)c3ccc4c(c3)OCO4)oc(=O)c2cc1OC | 0.6 | 97.3 | 96.5 | -1.1 | 94.7 | -3.7 | 98.8 | 95.5
50 | Cc1cc(C(=O)COC(=O)c2n[nH]c(=O)c3ccccc23)c(C)n1C(C)C | -3.9 | 101.2 | 102.1 | -14.4 | 104.0 | 2.0 | 101.8 | 100.2
51 | CC1CCCC(C)N1CC(O)COc1c(F)cc(Br)cc1F (configuration not stated) | -15.5 | 94.9 | 101.8 | 9.6 | 92.6 | 4.6 | 88.2 | 92.3
